Screens (PubChem)
FUS suppressor – FUS proteinopathy suppression in yeast; S. cerevisiae FUS-expressing, growth rescue, OD600, 24 h; Potency, µM (series often up to 76.6 µM), without a hit: at the highest dose growth rescue (activation), hits mostly activators; 390,000 compounds, 0.24% hits;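 note: potency is the fitted concentration of half-maximal effect; plate controls were DMSO vehicle for no effect and reference control for full effect; nearly all actives have a fitted effect of over 55% in size; some results filed as inactive show a strong effect at the top dose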
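Read-out: OD at 600 nm after 24hr at 30C, reporting rescue of FUS-induced yeast toxicity. Cells at OD 0.005 in galactose (2%) minimal medium; compounds tested in a dilution series; CP55940 titration from 92uM final as control.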
Abeta yeast res – restores growth of yeast expressing A-beta42 peptide | yeast expressing A-beta42, growth rescue, OD600, 48 h; response scale: 0% DMSO, 100% iron-clioquinol control | Potency, µM (series often up to 46.1 µM), for the others: top-dose growth rescue, usual class: activators | 410,000 compounds, 0.063% hits | AID 1347071; note: potency is the fitted concentration of half-maximal effect; nearly all actives have a fitted effect of over 55% in size
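Growth rescue measured by 600 nm absorbance after 48 h yeast culture at 30 C with compound. Values normalized between DMSO and an equimolar ferric chloride plus clioquinol control.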
PLK1 PBD inh – blocks phosphopeptide binding to human PLK1 polo-box domain; Potency, µM, without a hit: max response, negative = inhibition, usual class: inhibitors; P53350; Plk1 PBD binding of FITC phosphopeptide, fluorescence polarization; AID 720504; 360,000 compounds, 2.8% hits; note: potency is the fitted concentration of half-maximal effect; series mostly up to about 57 µM; % is set by controls: 0 for no effect and ±100 for the full control effect; nearly all actives have a fitted effect of over 65% in size
Target sequence (P53350 whole entry, looked up, the tested form may be a part): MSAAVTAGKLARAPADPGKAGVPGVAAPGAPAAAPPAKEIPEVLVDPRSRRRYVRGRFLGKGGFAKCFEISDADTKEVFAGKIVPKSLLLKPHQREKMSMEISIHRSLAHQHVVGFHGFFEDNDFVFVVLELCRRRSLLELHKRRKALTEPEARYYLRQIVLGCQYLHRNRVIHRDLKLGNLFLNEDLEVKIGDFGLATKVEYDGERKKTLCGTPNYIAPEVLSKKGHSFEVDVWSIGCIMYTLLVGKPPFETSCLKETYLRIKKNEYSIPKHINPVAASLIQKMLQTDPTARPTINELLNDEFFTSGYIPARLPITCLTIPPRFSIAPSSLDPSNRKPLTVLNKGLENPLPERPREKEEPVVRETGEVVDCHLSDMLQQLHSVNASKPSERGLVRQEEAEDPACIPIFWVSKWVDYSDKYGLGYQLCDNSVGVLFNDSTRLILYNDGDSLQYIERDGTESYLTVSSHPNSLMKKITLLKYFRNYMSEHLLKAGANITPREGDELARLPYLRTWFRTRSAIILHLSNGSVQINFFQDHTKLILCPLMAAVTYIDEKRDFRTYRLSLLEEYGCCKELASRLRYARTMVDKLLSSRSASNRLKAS
PI5P4Ka inh – PI5P4K alpha (human) kinase inhibition | P48426 | PI5P4Kalpha enzyme, ADP-Glo luminescence, 60 min; stronger effect = lower value | max response, % | 330,000 compounds, 1.2% hits | AID 652105; active = max response of -50% or lower; inconclusive = between -30% and -50%; inactive = -30% or higher; note: value at the top dose of about 77 µM; % is set by controls: 0 for no effect and ±100 for the full control effect
Target sequence (P48426 whole entry, looked up): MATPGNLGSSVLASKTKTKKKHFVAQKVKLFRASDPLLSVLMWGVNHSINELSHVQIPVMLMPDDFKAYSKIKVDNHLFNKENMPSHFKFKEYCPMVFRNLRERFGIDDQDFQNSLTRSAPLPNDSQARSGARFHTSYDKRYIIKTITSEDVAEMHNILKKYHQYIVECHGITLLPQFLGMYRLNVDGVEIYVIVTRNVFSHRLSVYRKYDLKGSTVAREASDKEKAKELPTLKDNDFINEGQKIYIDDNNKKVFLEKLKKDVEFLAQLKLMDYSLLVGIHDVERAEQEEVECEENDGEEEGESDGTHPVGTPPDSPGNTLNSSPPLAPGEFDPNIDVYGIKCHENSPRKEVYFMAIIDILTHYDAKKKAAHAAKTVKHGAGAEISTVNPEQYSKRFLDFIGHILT
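Quantitative HTS of the MLSMR library against PI5P4Kalpha with substrate. ATP added last at 5 microM final; room temperature, 60 minutes. Remaining ATP depleted, ADP converted and read as luminescence.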
WRN inhibitor – inhibitors of human WRN helicase | WRN helicase unwinding, fluorescent forked duplex, kinetic | Potency, µM (top dose mostly 114 µM), for the others: at the top dose activity change, negative = inhibition, usual class: inhibitors | 360,000 compounds, 0.46% hits | AID 651768; note: potency is the fitted concentration of half-maximal effect; % is set by controls: 0 for no effect and ±100 for the full control effect; nearly all actives have a fitted effect of over 55% in size
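Kinetic fluorescence helicase assay: unwinding of a quenched forked DNA duplex (100 nM final) with 2 mM ATP final raises red fluorescence (525/598 nm). Compounds sat 15 min at room temperature with 20 nM WRN beforehand.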
EPAC1 agonist – EPAC1 (human) agonism | O95398 | EPAC1 agonist qHTS, biochemical assay; response scale: 100% = response to 6.5 mM cAMP | Potency, µM (top dose mostly 154 µM), inactives show at the top dose activation, hits mostly activators | 360,000 compounds, 0.073% hits; note: potency is the fitted concentration of half-maximal effect; nearly all actives have a fitted effect of over 60% in size
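Read-out is the fluorescence drop as BODIPY-GDP leaves Rap1B (480 nm excitation, 540 nm emission), recorded every 5 minutes over 30 minutes. Reactions held 100 nM EPAC1, 250 nM Rap1B–BODIPY-GDP and 50 uM GDP, with 6.5 mM cAMP setting full activation.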
IL-2 act – activators of IL-2; AID 652025; 360,000 compounds, 0.065% hits; IL-2 activation reporter assay, cell-based qHTS; stimulated with anti-CD3/CD4/CD28 beads; in transgenic mouse T cells; activation, % (series mostly up to about 46 µM); in the data active = activation above about 50%; inconclusive = mostly about 30% to 49%; note: 0% is about no effect
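First, unstimulated transgenic mouse T cells were exposed to compound for 60 min. Next, anti-CD3/anti-CD4-coated beads with anti-CD28 were added. Finally, after 18 h at 37 degrees C, EGFP and DsRed were imaged.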
EPAC1 antag – blocks human EPAC1 exchange factor; O95398; EPAC1 GEF assay, Rap1b-BODIPY-GDP exchange fluorescence; Potency, µM (doses to about 115 µM), inactives show top-dose activity change, negative = inhibition, usual class: inhibitors; 360,000 compounds, 0.14% hits;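 note: potency is the fitted concentration of half-maximal effect; plate controls were vehicle for no effect and positive control for full effect; nearly all actives have a fitted effect of over 50% in size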
* marks the source's active call; other numbers are inactive results; ? = inconclusive; . = not tested or not shown; & = joins results of further samples; [ ] = dose if it differs, or a comment. Unless noted, calls come from the whole dose curve; as a rule, active = well fitted curve in the direction sought with a large enough effect; inconclusive = small, poorly fitted or top-dose-only effect, or another doubt; inactive = no such curve, though single readings can be large; an effect the other way counts as inactive or inconclusive.

SMILES | FUS suppressor | Abeta yeast res | PLK1 PBD inh | PI5P4Ka inh | WRN inhibitor | EPAC1 agonist | IL-2 act | EPAC1 antag
Cc1cc(C)c(S(=O)(=O)N2CCN(C(=O)C3CCCO3)CC2)c(C)c1 (stereo unspecified) | 11% | -4% | -18% | -6 | 7% | 11% | -0.6 | -15%
O=C(Nc1ccccc1)N1CCCN(Cc2ccccc2F)C1 | 4% | ? | 0% | -3 | 0% | -9% | -0.4 | 10%
COCCCNC(=S)Nc1cccc(SC)c1 | 10% | -11% | -14% | 0 | 0% | 8% | -1.2 | 12%
O=CC1=C(N2CCOCC2)/C(=C\c2ccccc2)CC1 | 23% | 3% | -19% | 13 | 0% | 0% | -2.0 | -3%
COc1ccc(C(=O)O/N=C2\CCS(=O)(=O)c3sccc32)cc1 | -30% | 16% | 8% | -4 | -7% | 1% | 0.2 | 2%
CCCCCCCCCCOC(=O)Cn1c(COc2ccc(OC)cc2)[n+](C)c2ccccc21 | ? | -76%&-20%[inhibitor] | -17%&-13% | -15&3 | -15% | 2%&-1% | -4.1&-4.3 | -13%&-29%
Cc1ccc(N(C(=O)CCl)C(C(=O)NC2CCCCC2)c2cccnc2)cc1C (stereo unspecified) | . | 10% | 3% | -7 | -7% | -8% | -6.7 | 1%
C[N+]1(CCNC(=O)/C=N/O)CCCCC1 | 15% | 7% | -13% | 0 | 15% | 5% | -1.6 | 8%
Cc1c(CC(=O)Nc2ccc(Cl)cc2)sc2ccc(Cl)cc12 | -3% | 17% | -4% | 13 | -3% | 2% | 1.3 | -1%
COc1ccccc1CCNC(=O)CSc1nc(=O)[nH]c2c1CCC2 | -2% | -8% | -6% | 11 | -2% | 7% | 0.6 | 1%
Cn1c(-c2cc(Cl)ccc2O)nc2c1c(=O)[nH]c(=O)n2Cc1ccccc1 | 13% | -9% | -3% | -5 | -7% | -10% | -0.7 | -28%
COc1ccc(Cl)cc1NC(=O)C1(c2cccs2)CCOCC1 | 40% | -2% | -21% | -6 | 1% | 7% | -0.6 | -23%
NC(=O)CC12CC3CC(C1)CC(CC(N)=O)(C3)C2 | 24% | 9% | -1% | . | 0% | -7% | -0.9 | 8%
CC(=O)Nc1c(N)c2ccccc2oc1=O | -17% | -3% | ? | -6 | 12%[57.1 µM] | 6% | 1.1 | -19%
CC1(C(=O)NCc2ccccc2)Oc2ccccc2NC1=O (stereo unspecified) | 11% | 8% | 1% | 5 | 5% | -5% | -0.1 | 6%
CCn1ccnc1CN(C)Cc1nc(-c2ccccc2)no1 | 13% | 12% | 0% | 7 | 0%[57.1 µM] | 2% | -0.9 | -10%
O=C(COC(=O)c1ccc(Cl)c(S(=O)(=O)N2CCCCC2)c1)NCCc1ccccc1 | 32% | 25% | -2% | 11 | -17% | 1% | -5.1 | -29%
CC1CN(c2ccc(Oc3ccccc3)cc2)c2nc3c(c(=O)[nH]c(=O)n3C)n2C1 (stereo unspecified) | 16% | 2% | 27µM* | -18 | 7% | 10% | -1.1 | 8%
CN(C(=O)Cn1cnc([N+](=O)[O-])n1)C1CCCCC1 | -20% | -4% | -7% | -1 | -4% | -3% | 0.3 | 11%
O=C(CN1CCC(C(O)(c2ccccc2)c2ccccc2)CC1)Nc1ccccc1 | 5% | 5% | -5% | . | -13% | 19% | -1.9 | -2%
CC(C)(C)OC(=O)N[C@@H](C(=O)OC(C)(C)C)c1ccc(Br)cc1 | 12% | 5% | -4% | 7 | -8% | -1% | -0.7 | -29%
COc1ccccc1Cc1c(-c2ccc(C#N)cc2)nc2ccc(C)cn12 | 22% | 2% | 9% | -3 | -3% | 4% | -0.3 | -14%
COc1ccc(-c2nn(-c3ccccc3)cc2C(=O)NC(=S)N2CCOCC2)cc1OC | 39% | 14% | 2% | 0 | -4% | -16% | 0.7 | -27%
O=C(Nc1nc(-c2ccc(Cl)s2)cs1)c1ccco1 | 20% | -32%[inhibitor] | -12% | -11 | -11% | 10% | -0.1 | -7%
Cc1sc2nc(CSC(C)C(=O)Nc3cc(S(C)(=O)=O)ccc3Cl)[nH]c(=O)c2c1C (stereo unspecified) | ? | 3% | ? | ? | -13%[11.6 µM] | 0% | 2.0 | -22%
The results go on:
SMILES | FUS suppressor | Abeta yeast res | PLK1 PBD inh | PI5P4Ka inh | WRN inhibitor | EPAC1 agonist | IL-2 act | EPAC1 antag
Cc1nnc(SCC(=O)N2N=C(c3ccc(Cl)cc3)CC2c2ccco2)[nH]c1=O (stereo unspecified) | 14% | -9% | -20% | -64* | ? | -6% | 0.2 | -25%
CCC(C)[C@H](NC(=O)N1CCC(Cc2ccccc2)CC1)C(=O)O (stereo partly specified) | -5% | -1% | -3% | -3 | 12% | -8% | -0.3 | 16%
CC(=O)NC(c1ccccc1)c1cccnc1 (stereo unspecified) | ? | 10% | -10% | 0 | -3% | 0% | -3.3 | 1%
CCOc1ccc(CCNC(=O)c2cccs2)cc1OCC | 9% | 6% | -11% | 6 | 11% | 3% | -2.7 | 6%
O=C(c1ccccc1)c1cnc(-c2ccc(Cl)cc2)s1 | -18% | 13% | 1% | -2 | 3% | -4% | -1.3 | 2%
COc1ccc(C(=O)c2[nH]c(N)c(C(=O)NCCc3c[nH]c4ccccc34)c2-c2ccc(OC)c(OC)c2)cc1 | 20% | -1% | 1% | -4 | -2% | 5% | -0.5 | 9%
Cc1cc(=O)[nH]c(N/N=C/c2ccco2)n1 | . | 7% | -4% | 5 | -11% | -4% | 0.2 | -13%
C/C(CCC1CC(C)(C)OC1=O)=N\NC(N)=S (stereo unspecified) | 9% | -17% | 4% | 1 | -3% | 0% | -5.7 | -3%
CCc1ccc(NS(=O)(=O)c2cccs2)cc1 | 16% | 6% | -3% | . | -12% | 3% | -2.1 | -7%
Cc1ccccc1NC(=O)Nc1cccs1 | 29%&-9% | 2%&-4% | -5% | -22 | -27% | 6% | 0.8 | 9%
CCOC(=O)C1CSc2[nH]c(=O)sc2C1c1ccccc1 (stereo unspecified) | 13% | 39% | -24% | 0 | -4% | -5% | 0.7 | 1%
CN(C)S(=O)(=O)c1ccc(NC(=O)CN2C(=O)NC(Cc3ccccc3)C2=O)cc1 (stereo unspecified) | 9% | 4% | -2% | -5 | 5% | 2% | 0.7 | 21%
CCN(CC)N=Nc1cccc(NC(C)=O)c1 | . | 5% | -8% | 0 | -29% | 10% | -3.7 | 2%
O=C(Nc1ccccc1F)c1cc(S(=O)(=O)N2CCCCC2)cs1 | 13% | 6% | -4% | . | 0% | 12% | -2.5 | -1%
Cc1ccc(C)c(NS(=O)(=O)c2ccc3oc(=O)ccc3c2)c1 | -20% | 1% | 5% | 0 | 3% | 3% | -0.6 | -7%
O=C(CN1CCN(C/C=C/c2ccccc2)CC1)NCc1ccccc1 | -24% | -4% | 0% | 8 | 0% | 2% | 1.9 | -5%
Cc1ccc(O)c(-c2cc(-c3ccccc3C)[nH]n2)c1 | 16% | 12% | -3% | 3 | -13% | 22% | -0.6 | ?
CCCn1c(Sc2nc3c(c(=O)[nH]c(=O)n3C)n2CCC)nc2c1c(=O)[nH]c(=O)n2C | ? | -6% | -10% | -4 | 4% | 0% | 0.7 | -3%
CCCOc1ccc(NC(=O)CC2C(=O)N(Cc3ccccc3)C(=S)N2Cc2cccs2)cc1 (stereo unspecified) | 38% | ? | -4% | 9 | -5% | 19% | -4.4 | -27%
O=C(OCN1C(=O)c2ccccc2C1=O)/C(=C\c1ccco1)NC(=O)c1ccccc1 | 28% | 14% | -10% | -15 | -9% | 1% | -2.9 | 0%
CCN1C(=C(C#N)C#N)C=Cc2cc(C)ccc21 | -21% | 1% | 2% | 1 | -2% | -4% | -0.6 | -1%
O=C(NC(=S)Nc1ccc2[nH]ncc2c1)c1ccccc1 | 27% | -10% | -17% | -20 | -5% | 8% | 1.1 | 1%
C=CS(=O)(=O)N(Cc1ccccc1Br)[C@H](CO)CC(C)C | -7% | -11% | -5% | 4 | -5% | -26% | -0.3 | -9%
Cc1[nH]ncc1-c1nc2ccccc2[nH]1 | 12% | 4% | -16% | -3 | 2% | 7% | -0.4 | -4%
Brc1cccc(OCCCCN2CCCCC2)c1 | 7% | 5% | -2% | 3 | -13% | 3% | 0.4 | -8%

Full records from above. Order of screens: FUS suppressor, Abeta yeast res, PLK1 PBD inh, PI5P4Ka inh, WRN inhibitor, EPAC1 agonist, IL-2 act, EPAC1 antag
Cc1ccc(O)c(-c2cc(-c3ccccc3C)[nH]n2)c1 as listed: 16%, 12%, -3%, 3, -13%, 22%, -0.6, ?
CC(=O)NC(c1ccccc1)c1cccnc1 (stereo unspecified) as listed: ?, 10%, -10%, 0, -3%, 0%, -3.3, 1%
CCC(C)[C@H](NC(=O)N1CCC(Cc2ccccc2)CC1)C(=O)O (stereo partly specified) as listed: -5%, -1%, -3%, -3, 12%, -8%, -0.3, 16%

New compounds follow
SMILES | FUS suppressor | Abeta yeast res | PLK1 PBD inh | PI5P4Ka inh | WRN inhibitor | EPAC1 agonist | IL-2 act | EPAC1 antag
O=c1c2c(nc3nc(Cc4ccccc4)[nH]n13)CCC2 | 0% | 21% | -8% | 2 | -25% | -11% | -0.1 | -28%
Cc1cc(C(=O)Nc2cc(Br)ccc2O)on1 | 10% | -17% | -6% | -12 | -3%[57.1 µM] | -7% | -0.9 | 2%
Nc1nc2n(n1)C(c1ccccc1)CC(c1ccc(F)cc1)N2 (stereo unspecified) | -12% | -5% | -11% | -5 | 6% | -3% | -2.9 | -15%
COc1ccc(C)cc1S(=O)(=O)N(C)CC(=O)NC1CCCC1 | . | -6% | -6% | 3 | 2% | -1% | 0.7 | -7%
O=C1C2C(c3ccccc3)CC=CC2[C@H](c2ccoc2)N1Cc1ccccc1 (stereo partly specified) | 37% | 4% | -9% | -7 | -11% | 1% | -0.6 | -8%
Cc1cc(C)n(C(=O)CNC(=O)c2ccccc2Br)n1 | -8% | -1% | -9% | 5 | 2% | 7% | 0.1 | 0%
O=C(NNC(=S)Nc1ccc(F)cc1)[C@H]1C[C@@H]1c1ccccc1 | 8% | 19% | -15% | -21 | 5% | -1% | -0.5 | 13%
CC(=O)N1CCCC(C)(C(=O)N(C)Cc2cccc3ccccc23)C1 (stereo unspecified) | 6% | -8% | 2% | -1 | 12% | -1% | -0.5 | 15%
O=c1[nH]n(-c2ccccc2)c(=O)cc1Cl | -12% | 8% | -2% | -10 | 4% | 0% | -0.3 | -7%
COc1ccc(/C=N/NC(=S)Nc2cc(S(=O)(=O)N3CCOCC3)ccc2N2CCOCC2)cc1O | . | 21% | 0% | -1 | -34% | -3% | -0.2 | -21%
